High-throughput results from PubChem.
sEH inhibitor – soluble epoxide hydrolase (human) inhibition | P34913 | 91,000 tested, 0.34% active | inhibition, % at 2 µM | AID 707 | recombinant human sEH enzymatic activity assay; in the data active = inhibition above about 80%; also: values of inactives mirror those of a sister screen read the other way; many of its hits are not listed in these tables
PLK1 kinase inh – inhibitors of human PLK1 kinase | recombinant PLK1 kinase, TR-FRET peptide phosphorylation | inhibition, % at 10 µM | 97,000 tested, 0.53% active;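 active = inhibition of 50% or more in the single-concentration screen; inactive = inhibition below 50%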;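 also: 0% = DMSO max control and 100% = H-89 dihydrochloride min control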
hDAT+cocaine – changed human dopamine transporter uptake under cocaine IC80; Q01959; LLC-PK1 hDAT cells, [14C]-dopamine uptake with cocaine IC80; actives deviate in either direction; B-score at 10 µM; 110,000 tested, 1.3% active; AID 449768;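 active = Z score or B-score, a plate-position-corrected score, falls beyond the plate's 99.7% confidence bounds, in either direction; inactive = both scores lie inside the 99.7% bounds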;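 also: scored against the spread of the other compound wells on the same plate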
Target sequence (Q01959 whole entry, looked up): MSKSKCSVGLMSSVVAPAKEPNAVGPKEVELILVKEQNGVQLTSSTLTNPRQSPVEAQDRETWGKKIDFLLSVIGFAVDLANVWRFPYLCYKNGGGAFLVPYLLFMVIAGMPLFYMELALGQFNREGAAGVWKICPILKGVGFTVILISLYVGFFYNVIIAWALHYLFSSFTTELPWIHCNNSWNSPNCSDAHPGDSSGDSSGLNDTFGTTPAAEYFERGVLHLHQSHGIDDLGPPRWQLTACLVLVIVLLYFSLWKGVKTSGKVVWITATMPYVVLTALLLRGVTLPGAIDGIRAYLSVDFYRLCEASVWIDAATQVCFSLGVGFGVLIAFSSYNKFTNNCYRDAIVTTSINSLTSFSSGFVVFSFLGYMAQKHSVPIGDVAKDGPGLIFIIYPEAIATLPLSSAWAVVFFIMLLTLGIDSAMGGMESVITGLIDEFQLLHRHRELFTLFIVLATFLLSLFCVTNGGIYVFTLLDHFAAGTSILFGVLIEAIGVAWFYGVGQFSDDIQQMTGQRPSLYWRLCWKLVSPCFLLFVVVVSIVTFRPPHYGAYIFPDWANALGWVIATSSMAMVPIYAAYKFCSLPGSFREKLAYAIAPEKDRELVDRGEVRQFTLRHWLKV
VCAM1 TNFa inh – reduces TNF alpha induced VCAM1 expression in HUVEC | 95,000 tested, 0.48% active | AID 802 | inhibition, % at 2 µM | HUVEC TNFa-induced VCAM-1 immunofluorescence, high-content imaging;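 active = inhibition above the batch mean plus 3 SD, with images confirmed as a hit by eye, cut at about 37% in these data; inconclusive = inhibition above that limit but hit not confirmed in images; inactive = inhibition not above that limit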;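 also: 0% = TNF-stimulated DMSO wells and 100% = unstimulated control wells; not every result past the cut was called active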
Ecoli WT expand – growth inhibitors of E. coli BW25113 wild type | OD600 absorbance | growth inhibition, % at 100 µM | 98,000 tested, 0.15% active | AID 710;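 active = growth inhibition above about 50% at one test dose, limit read from the data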;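 also: growth measured after 20 h incubation at 37 °C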
PLK1 PBD inh – inhibitors of human Plk1 polo box domain binding; P53350; Plk1 PBD phosphopeptide binding, fluorescence polarization; inhibition, %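 (tested at about 20 µM)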; 97,000 tested, 0.13% active; AID 693; in the data active = inhibition above about 34%, passing the limit was not always enough
cytoskel mod – modifiers of cytoskeleton assembly. HUVEC TNFa F-actin phalloidin imaging, high content. inhibition, % at 2 µM. 91,000 tested, 0.18% active;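 active = inhibition above the batch mean plus 3 SD and confirmed as a hit by visual image inspection, cut at about 30% in these data, passing the limit was not always enough; inconclusive = above the inhibition threshold but rejected on visual inspection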; also: strong numbers were not always called active
HUVEC tox IL1B – HUVEC cytotoxicity counter-screen, IL-1B stimulated. HUVEC cell count loss, Hoechst imaging. cell count reduction, % at 2 µM. 94,000 tested, 0.41% active;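 active = cell count reduction more than 3 SD above the screen-wide mean, cut at about 70% in these data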;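 also: normalized per plate to untreated control cells as the no-loss baseline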
HUVEC tox TNFa – HUVEC cytotoxicity counter-screen, TNF alpha stimulated; cell count reduction, % at 2 µM; AID 848; 93,000 tested, 0.17% active; HUVEC TNFalpha-stimulated, Hoechst cell count, imaging;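 active = cell count reduction exceeding the screen mean by over 5 SD, scaled to untreated wells per plate, cut at about 78% in these data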;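 also: cells counted after 24 h of TNF alpha exposure following the 1 h pretreatment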
Numbers without * were called inactive; ? = inconclusive; . = no result given.

SMILES	sEH inhibitor	PLK1 kinase inh	hDAT+cocaine	VCAM1 TNFa inh	Ecoli WT expand	PLK1 PBD inh	cytoskel mod	HUVEC tox IL1B	HUVEC tox TNFa
CCOC(=O)/C(C#N)=C1/C=C(C)NC(c2ccccc2O)=N1	0	-8	-0.46	-25	2	9	-24	-58	-11
COc1ccc(OCC(=O)N2CCN(C(=O)c3ccccc3)CC2)cc1	-1	-7	1.2	-1	1	-20	-2	1	-19
CCn1c2ccccc2c2cc(NC(=O)CSc3nnc(-c4ccc(OC)cc4)n3N)ccc21	3	-13	0.16	-1	-12	28	-3	7	-7
CCOC(=O)C1CCCN(Cc2nc(N)nc(Nc3ccc(Cl)cc3)n2)C1 (stereo unspecified)	-3	-5	0.45	-8	2	14	-1	9	-24
CC[C@@H](C)[C@H](NC(=O)OC(C)(C)C)c1nnc(S(=O)(=O)Cc2cc(C)ccc2C)o1	-18	-14	0.67	?	13	-5	6	3	12
O=C(O)C1Sc2[nH]c(=O)sc2C2c3cc(Cl)ccc3OC(=O)C12 (stereo unspecified)	.	-8	-0.91	-1	0	7	-30	-7	-15
Cc1ccc(S(=O)(=O)N2C(=O)CCC2C(=O)NCc2ccco2)cc1 (stereo unspecified)	-6	-5	0.019	-2	1	-1	-10	-11	-7
C=CCN(C(=O)CNC(=O)c1ccco1)C(C(=O)NC1CCCCC1)c1ccc(OC)cc1 (stereo unspecified)	-1	-10	.	18	.	-6	12	-18	-19
CN(C)/C=N/C(=S)Nc1ccc(Br)cc1F	6	-1	0.5	-7	10	22	-9	-6	-5
CCC(=O)N1CCc2cc(S(=O)(=O)CCC(=O)NCCC3=CCCCC3)ccc21	86*	-6	-0.031	0	10	42	-26	-21	-2
Cn1c(SC2=CS(=O)(=O)c3ccccc32)nc2ccccc21	2	-6	0.42	8	-4	2	13	-3	12
CCCn1c(SCC(=O)Nc2cccc(NC(C)=O)c2)nnc1C(C)C	-11	-17	-0.19	6	5	-13	5	-4	9
COc1ccc(CCN2C(=O)C(O)=C(C(=O)c3ccco3)C2c2cccs2)cc1OC (stereo unspecified)	-13	-4	-3.3*	-1	4	0	4	10	-17
Cc1ccc(C(=O)c2ccc([N+](=O)[O-])cc2)c(C)c1	8	-10	-0.94	3	16	15	-8	2	-21
COc1cccc(C2C(C(=O)Nc3nc4ccccc4s3)=C(C)NC3=C2C(=O)CC(C)(C)C3)c1OC (stereo unspecified)	-16	-14	.	7	-1	-16	-16	-55	-2
COc1cc(C(=O)N(C)c2nnc(-c3cccnc3)s2)cc(OC)c1OC	-4	-5	0.019	12	6	-5	4	8	-4
Cc1ccc(C(=O)NNC(=O)C2CCN(Cc3ccc(Cl)c(Cl)c3)CC2)cc1	7	-13	-0.66	-12	-5	31	8	-4	-3
O=C(Nc1ccccn1)c1ccc(=O)[nH]n1	-7	-8	0.04	6	-5	11	4	-27	16
COC(=O)Cc1c(C)c2ccc(OC(=O)c3ccco3)cc2oc1=O	-2	-21	-0.45	8	13	-9	-6	-47	-7
CCOC(=O)c1ccc(N=C2S/C(=C\c3cc(C)n(-c4cccnc4)c3C)C(=O)N2C)cc1	0	-12	1.3	-18	-16	-8	4	12	2
COC(Cn1c(C)c(C(C)=O)c(C(C)=O)c1C)OC	6	-3	.	18	3	-13	15	-9	-21
CCc1ccc(-c2nc(NC(=S)NC(=O)c3cccs3)sc2C)cc1	2	-10	0.24	34	-11	16	-1	-5	10
COc1ccc(N/C=C(\C#N)c2ccc(OCCCF)cc2)cc1	-4	-3	-0.0043	14	-2	0	-2	-11	3
Cc1[nH]n(CCC#N)c(=O)c1CC(=O)N1CCN(c2ccccc2)CC1	8	-6	-0.6	-9	2	4	0	2	7
CCOC(=O)C1CCN(C(=O)CCNC(=O)c2cc(OC)c(OC)c(OC)c2)CC1	-3	-8	0.84	12	7	-27	9	26	-21
SMILES	sEH inhibitor	PLK1 kinase inh	hDAT+cocaine	VCAM1 TNFa inh	Ecoli WT expand	PLK1 PBD inh	cytoskel mod	HUVEC tox IL1B	HUVEC tox TNFa
O=C(CN1CCN(S(=O)(=O)c2ccccc2)CC1)Nc1ccc(Cl)c(Cl)c1	6	-8	2	-4	-4	-12	-2	8	-12
CN(C)S(=O)(=O)c1ccc(N2CCCC2)c(C(=O)NCc2cccc(C(F)(F)F)c2)c1	-5	-15	0.049	-2	-8	-22	6	-12	-18
COC(=O)c1ccc(OCCOc2ccc(C(=O)OC)cc2)cc1	15	-7	0.16	12	-8	5	0	14	-3
CC1=C(C(=O)Nc2ccccc2)C(c2ccco2)C(C#N)=C(SCC(N)=O)N1 (stereo unspecified)	-17	1	0.13	-13	-4	-4	-6	8	11
CCCCCCC(=O)Nc1ccc(C(=O)N/N=C/c2cccnc2)cc1	10	-11	1.2	12	-8	-34	6	2	9
c1cncc(-c2nnc3n2C2(CCCCC2)Cc2ccccc2-3)c1	-14	-8	-0.29	19	2	25	2	-33	-1
COc1ccc(N2CCN(C(=O)c3ccc(C(C)(C)C)cc3)CC2)cc1	-11	-7	-0.81	1	3	-5	-8	-1	1
C=CCn1c(=N)c(C(=O)NCCCOC)cc2c(=O)n3cc(C)ccc3nc21	.	-1	.	-2	2	-23	13	-27	-11
COc1ccc(OC)c(NC(=O)CCN2CCCC(C)C2)c1 (stereo unspecified)	-6	1	-0.58	6	-2	-5	10	-28	-36
CCN1C(=O)C(NC(C)=O)c2cc(OC)ccc21 (stereo unspecified)	3	3	0.69	1	-2	-2	-10	4	-25
CCCCOC(=O)Nc1ccc(S(=O)(=O)Nc2nc(C)cc(C)n2)cc1	5	-11	1.2	-9	0	7	22	-29	-17
COc1ccc2[nH]cc(C(O)CN3CCC(C(N)=O)CC3)c2c1 (stereo unspecified)	7	-12	-1.5	12	-3	-25	-26	14	-9
FC(F)(F)c1cccc(-c2ccc(-c3csnn3)o2)c1	.	-4	-0.22	5	2	15	-7	19	-11
Cc1cccc(N2C(=O)CS/C2=N\NC(=O)c2ccc(Br)cc2)c1C	7	-8	0.27	-1	.	19	15	2	-25
O=C(CC(C(=O)N1CCc2ccccc21)n1ccnc1)NCC1CCCO1 (stereo unspecified)	4	2	-0.25	-10	2	16	-23	4	0
CCCn1c(-c2ccc(OC)cc2)nc2nc3ccccc3nc21	-14	-11	-0.46	5	-5	25	11	34	-10
CC(C)C(NS(=O)(=O)c1cccc2nsnc12)C(=O)Nc1nc2ccc(Cl)cc2s1 (stereo unspecified)	.	-19	.	4	1	-2	-8	-6	-22
CCC(=O)N1CCCn2c1nc1ccccc12	-1	-8	-1.7	-15	.	-22	-19	13	.
Cc1ccc(-n2c(SCC(=O)Nc3cc(C)on3)nc3ccccc3c2=O)cc1	-10	-10	-0.55	-2	-5	-2	-6	13	-15
Cc1ccc(S(=O)(=O)Nc2nc3ccccc3nc2NCc2ccco2)cc1	6	2	1.4	-6	0	7	0	-11	1
CC(=O)c1cc2c(cc1NC(=O)CN1CCN(c3cccc(C(F)(F)F)c3)CC1)OCO2	7	-7	-1.1	13	-7	28	-33	-44	10
CCCN1C(=O)c2ccccc2NC1c1cc(OC)c(OC)c(OC)c1 (stereo unspecified)	-4	-9	0.047	-18	.	-24	10	34	-3
c1ccc(-c2cc(-c3nc(-c4ccccn4)no3)c3ccccc3n2)cc1	28	-13	0.49	-5	.	-13	3	-12	-7
CC(=O)c1ccc(NC(=O)c2ccn[nH]2)cc1	2	-4	-0.65	11	-2	-8	28	13	-38
COc1ccc2sc(NC(C)=O)nc2c1	11	-5	0.76	1	5	-8	11	-73	-15
SMILES	sEH inhibitor	PLK1 kinase inh	hDAT+cocaine	VCAM1 TNFa inh	Ecoli WT expand	PLK1 PBD inh	cytoskel mod	HUVEC tox IL1B	HUVEC tox TNFa
COc1cc(C(=O)Oc2cccc(C=O)c2)cc(OC)c1OC	-3	-7	-0.59	14	-8	-28	-1	10	11
COc1cc(-c2nnc(SC/C=C/c3ccccc3)n2N)cc(OC)c1OC	1	-4	1.5	11	15	-2	-2	1	-12
CCCCC(=O)Nc1cccc(NC(=O)c2ccc3c(c2)OCO3)c1	9	-15	1.3	11	-2	-11	-4	27	.
COc1ccc(CCNC(=O)CC2Nc3ccccc3NC2=O)cc1 (stereo unspecified)	0	-8	-0.022	-16	0	19	2	-7	6
O=c1c2ccccc2oc2ncccc12	1	-10	0.81	-22	10	6	-4	-70	-33
Cc1ccc(C)c(S(=O)(=O)NCc2ccc(C(=O)N3CCN(C)CC3)cc2)c1	9	-15	-1.2	-6	5	-6	-8	-23	-34
Cc1ccc(C(C(=O)NC2CCCCC2)N(C(=O)c2csnn2)C2CCCC2)o1 (stereo unspecified)	5	-6	-0.011	22	13	-7	-2	-21	-8
Cc1ccc2oc(-c3cccc(NC(=O)c4cc(-n5cnnc5)ccc4Cl)c3)nc2c1	8	-17	-0.45	-3	.	-6	-14	-16	-22
CC1CCN(S(=O)(=O)N2CCC(C(=O)N3CCC(N(C)CC4CCCO4)CC3)CC2)CC1 (stereo unspecified)	.	-9	-0.29	9	4	-16	2	-4	-26
O=C(Nc1ccccn1)c1cccc(S(=O)(=O)N2CCCCC2)c1	6	-13	0.38	-4	8	7	22	-10	-1
COC(=O)CNC(=O)COC(=O)C(Cc1ccccc1)NC(=O)c1ccco1 (stereo unspecified)	-7	-8	-0.26	0	-7	6	30	12	11
Cc1ccc(-c2ccc(C3C(C#N)=C(N)Oc4n[nH]c(C)c43)o2)cc1 (stereo unspecified)	-10	43	0.15	-1	-2	-17	8	-1	10
CCOc1ccccc1NC(=O)c1cc(Cl)ccc1NC(=O)c1ccco1	5	-18	-0.17	15	-9	5	-3	-26	-8
CCOC(=O)Cn1nc(-c2ccc(Cl)cc2)ccc1=O	-12	-10	0.13	10	-2	16	10	9	-16
CCOC(=O)C1CCN(C(=O)CN(Cc2ccc(Cl)cc2)S(C)(=O)=O)CC1	3	-13	-0.00067	-4	4	-20	12	-54	7
O=C(Cn1cnc2c(cnn2-c2ccc(Cl)cc2)c1=O)NCCc1ccccc1	3	-3	-1	9	-6	-18	44	-4	-31
Cn1c(=O)cc(OCCCC(=O)Nc2ccccn2)c2ccccc21	.	-14	-1.8	30	-1	-2	10	-4	-12
COc1ccc(C(CC(=O)c2ccc(O)cc2)S(=O)(=O)c2ccc(C)cc2)cc1 (stereo unspecified)	-7	-4	1.6	-25	16	-10	1	-2	.
Cc1cccc(Cn2c(N3CCc4ccccc4C3)nc3c2c(=O)[nH]c(=O)n3C)c1	-5	-3	0.56	12	-6	17	9	-12	-11
Cc1cc(C)nc(Nc2nc3ccccc3[nH]2)n1	-8	-2	-0.92	16	-10	2	7	-2	-5
CN(CCC#N)S(=O)(=O)c1ccc2c(c1)c(=O)n(C)c(=O)n2C	2	-37	1.1	9	4	20	-2	-8	-5
C=CCNCC#CCOc1ccc(OC)cc1	-7	0	-0.83	20	0	16	-8	-2	14
CC(=NC1CC1)c1c(-c2ccccc2)[nH]n(-c2nc3ccccc3s2)c1=O	-3	-12	1.5	-10	-8	3	3	-9	-26
Cc1cc(C(=O)CSc2nnc(-c3ccc(F)cc3)o2)c(C)n1CC1CCCO1 (stereo unspecified)	5	-5	-0.017	13	-16	21	-16	-16	13
CCCn1nnc(NC(=O)c2ccc(-c3ccccc3)cc2)n1	12	-2	0.2	9	-10	7	-20	-26	-8

Rewritten with each value named: 2 of the compounds above
> c1cncc(-c2nnc3n2C2(CCCCC2)Cc2ccccc2-3)c1
- sEH inhibitor = -14
- PLK1 kinase inh = -8
- hDAT+cocaine = -0.29
- VCAM1 TNFa inh = 19
- Ecoli WT expand = 2
- PLK1 PBD inh = 25
- cytoskel mod = 2
- HUVEC tox IL1B = -33
- HUVEC tox TNFa = -1

> COc1ccc(N2CCN(C(=O)c3ccc(C(C)(C)C)cc3)CC2)cc1
- sEH inhibitor = -11
- PLK1 kinase inh = -7
- hDAT+cocaine = -0.81
- VCAM1 TNFa inh = 1
- Ecoli WT expand = 3
- PLK1 PBD inh = -5
- cytoskel mod = -8
- HUVEC tox IL1B = -1
- HUVEC tox TNFa = 1
